Screening results deposited in PubChem BioAssay by NCI.
All columns: NCI-60 one-dose screen, growth in % after 48 h at 10 µM unless noted; 100 = growth as untreated, 0 = no growth, -100 = all killed.
HS 578T: HS 578T breast cancer | actives 4.1% (n = 78,000) | AID 1794788
SK-MEL-2: SK-MEL-2 melanoma | actives 4.7% (n = 77,000) | AID 1794763
UACC-257: UACC-257 melanoma; actives 4.4% (n = 78,000)
BT-549: BT-549 breast cancer | actives 4.4% (n = 78,000)
T-47D: T-47D breast cancer. actives 5% (n = 79,000). AID 1794792
UACC-62: UACC-62 melanoma | AID 1794756 | actives 5.4% (n = 81,000)
LOX IMVI: LOX IMVI melanoma; actives 7.4% (n = 79,000)
MALME-3M: MALME-3M melanoma. actives 5.8% (n = 78,000)
* hit, by the source's call; · = not tested or not shown; [ ] = another dose, or the depositor's remark. How the source made its calls: active means growth percent below 10; inactive means the rest.

SMILES	HS 578T	SK-MEL-2	UACC-257	BT-549	T-47D	UACC-62	LOX IMVI	MALME-3M
OCC1COC(c2ccccc2)=N1 (configuration not stated)	119.8	108.3	·	96.5	99.9	108.9	98.5	107.0
O=C(O)CCc1nc2ccccc2[nH]1	110.2	·	101.3	106.2	99.6	105.5	100.5	103.4
C[N+]1=C(/C=C/c2ccc(N)cc2)C(C)(C)c2ccccc21	103.0	91.4	93.9	97.0	84.1	96.7	78.3	103.3
CSc1nc(NCCO)c(C#N)c(-c2cccc(N)c2)n1	96.5	108.4	100.5	98.0	87.8	94.8	93.5	101.1
O=C(CCCCCCN1CC(=O)N2[C@H](c3ccc(Cl)cc3)c3[nH]c4ccccc4c3C[C@@H]2C1=O)NO	63.7	66.1	36.4	74.7	25.9	21.0	27.1	23.0
Fc1ccccc1NCn1nc(-c2cnccn2)oc1=S	97.4	96.2	84.4	96.7	98.7	95.7	100.6	106.1
Oc1c(N=Nc2nn[nH]n2)ccc2ccccc12	91.0	107.1	·	83.2	97.7	77.0	78.0	9.8*
CCOC(=O)C1=C(N)Oc2c(sc3c(CC)cccc23)C1c1ccc(OC)cc1 (configuration not stated)	96.6	103.5	105.6	101.3	113.4	86.4	90.7	97.1
Cc1cc2c(C(C)C)c(O)c(O)c(C(=O)C(=O)Nc3ccc(C(C)(C)C)cc3)c2c(O)c1-c1c(C)cc2c(C(C)C)c(O)c(O)c(C(=O)C(=O)Nc3ccc(C(C)(C)C)cc3)c2c1O	93.1	·	87.4	105.6	87.3	105.5	98.5	105.1
C=CCn1c(SCC(=O)Nc2ccc(C(=O)/C=C/c3ccc(Cl)cc3)cc2)nnc1-c1cc(-c2ccc(S(N)(=O)=O)cc2)nc2ccccc12	98.2	103.1	99.8	80.5	81.8	71.9	92.3	93.3
O=C(Nc1ccc(-n2cc(-c3ccncc3)c(-c3ccc(O)c(Cl)c3)n2)cc1)Nc1cccc(Cl)c1Cl	·	66.8	90.7	59.0	42.1	89.5	52.8	67.4
C(=Nc1ccc(N2CCN(c3ccccc3)CC2)cc1)c1ccccn1	111.1	93.5	84.5	74.9	80.3	98.9	97.0	114.3
CCN(C(=O)c1cc2ccccc2[nH]1)[C@H]1CCC[C@@H](NCc2ccc(OC)cc2)C1	89.3	100.3	112.4	101.7	82.7	95.6	89.0	92.3
COc1cc(C2CC(c3cc(OC)c(OC)c(OC)c3)=NN2C(C)=O)ccc1OCc1ccc(F)cc1 (configuration not stated)	58.8	69.5	68.6	44.9	24.8	52.0	·	81.8
COc1ccc(OC)c(/C=C/c2nnc(Nc3ccc(Cl)cc3)s2)c1	103.2	101.8	103.1	96.2	111.3	81.9	97.6	101.7
CC([C@H]1CCC2C3CCC4C[C@@H](NC=O)CC[C@]4(C)C3CC[C@@]21C)N(C)C (some centres not stated)	-2.9*	-7.0*	-48.3*	30.7	-40.6*	-51.3*	-58.7*	-57.6*
CCn1nccc1NC(=O)C(=O)c1c[nH]c2cccc(OC)c12	99.8	92.2	98.1	100.7	107.3	87.6	96.0	111.5
Clc1cnc(Nc2ccc(OCCN3CCCC3)cc2)nc1NCc1ccco1	31.4	-10.3*	49.1	45.7	·	46.5	·	26.1
O=C(Nc1ncc(Cc2cccc(Cl)c2)s1)C1COc2ccccc2O1 (configuration not stated)	83.8	99.7	95.2	98.9	70.5	71.2	98.6	80.7
CCN(CC)CC(O)CN(CC)CC	99.3	138.0	97.7	109.1	109.3	106.2	105.3	113.3
COc1ccc(/C=C/C(=O)c2ccc(Nc3nc(NCCO)nc(N4CCOCC4)n3)cc2)cc1	96.3	110.4	99.8	86.1	86.2	86.0	89.1	92.8
CN1CCN(Cc2ccc(NC(=O)c3cccc(C#Cc4cnc(N)c5ncccc45)c3F)cc2C(F)(F)F)CC1	18.0	-1.2*	-61.6*	62.0	79.9	55.5	-88.8*	-78.9*
CN1CCN(CC(=O)Nc2cccc(-n3cc(-c4ccncc4)c(-c4ccc(Cl)c(O)c4)n3)c2)CC1	38.2	28.2	24.9	36.6	61.3	48.3	14.6	46.3
CCCCC(CC)CNCCOC(=O)c1ccc([N+](=O)[O-])cc1 (configuration not stated)	·	92.8	104.7	110.4	95.1	103.8	97.7	95.3
COc1ccc(/C=C(\c2cc(OC)c(OC)c(OC)c2)c2nnc(-c3ccc(F)cc3Cl)o2)cc1	76.2	86.6	100.4	89.2	79.8	88.1	91.6	·

Other structures follow:
SMILES	HS 578T	SK-MEL-2	UACC-257	BT-549	T-47D	UACC-62	LOX IMVI	MALME-3M
COc1ccccc1NC(=O)NCN1CCOCC1	101.8	101.0	105.3	104.1	99.6	102.7	95.7	99.0
COc1ccc(-c2ccnc3c(C#N)c(Nc4ccccc4)nn23)cc1	92.5	·	103.9	115.6	86.4	89.1	95.9	114.4
CC(=O)CCSCc1ccccc1	·	124.8	90.9	121.6	105.4	100.0	97.9	119.4
Nc1nc(C(=O)NNC(=O)Nc2ccccc2)nn1-c1ccc(S(N)(=O)=O)cc1	79.4	107.0	96.0	96.0	98.8	92.3	100.6	83.9
CCOc1cc(-c2ccc[nH]2)[nH]c1/C=C1\N=C(C)C(C(=O)OC)=C1C	-23.3*	·	-56.7*	-43.3*	-63.8*	-74.7*	-56.5*	-61.1*
Cc1cc(=O)[nH]c(=O)n1Cc1cn(-c2cc3ccccc3oc2=O)nn1	99.0	98.7	101.0	103.0	97.2	98.0	95.7	106.3
c1cnc2noc(Nc3ncnc4c3sc3ncccc34)c2c1	101.2	105.3	94.4	103.0	102.1	97.4	94.3	100.7
CC/C=C(\CCC)C(C)(C#N)C(=O)OCC (configuration not stated)	·	·	95.7	120.7	108.0	97.6	110.7	110.9
NC1C2CN(c3cnc(C(=O)Nc4cc(F)cc5cccnc45)cn3)CC12 (configuration not stated)	90.2	103.1	101.2	100.3	42.5	90.7	92.5	61.3
COc1ccc(C(=O)/C(=N/O)S(=O)(=O)c2ccccc2)cc1	126.4	·	88.1	91.9	95.5	113.4	·	103.6
Cc1cc(=O)oc2cc(Oc3nc(Br)cn4c(Br)cnc34)ccc12	69.9	78.0	89.1	92.2	53.7	85.2	74.3	46.9
c1ccc2c(c1)NC1(CCSCC1)n1nccc1-2	107.3	100.4	101.0	97.5	100.7	98.5	95.2	86.0
CCOC(=O)Cn1c(=O)c2nnc(C)n2c2ccccc21	110.5	·	100.4	114.8	107.8	105.9	106.9	97.7
COc1cc(/C=C(\C#N)c2ccc([N+](=O)[O-])cc2)ccc1O	111.9	117.5	111.2	101.7	83.8	110.6	100.9	96.3
CCOC(=O)/C(C)=N\NC(N)=S	111.5	103.6	97.3	108.1	96.7	89.8	92.3	88.9
CC12CCC3C(C(O)CC4=CC(=O)CCC43C)C1CCC(=O)O2 (configuration not stated)	107.1	106.5	·	109.4	91.6	89.0	96.1	118.9
CCOC(=O)/C=C/c1cccc2c1C(=O)NC(C)(c1cc3cc(Br)ccc3oc1=O)N2 (configuration not stated)	63.2	5.7*	64.6	-66.3*	18.2	31.4	44.3	71.0
O=C(CNC(=O)c1ccccc1)OC(C(=O)O)c1ccc(F)cc1 (configuration not stated)	106.8	103.3	108.5	105.3	101.7	105.7	96.9	94.8
Cn1cnc2c(ncn2C2CC(O)C(CO)O2)c1=N (configuration not stated)	102.7	136.3	121.7	114.2	95.6	91.9	103.4	134.9
O=C(O)C1C=CCC(C(=O)O)C1 (configuration not stated)	103.8	120.2	105.3	93.0	111.5	111.2	104.6	99.1
COC(=O)[C@]1(CCSC)N[C@H](c2cn(-c3ccccc3)nc2C)[C@@H]2C(=O)N(c3ccc(C)cc3)C(=O)[C@@H]21	103.2	101.1	102.2	82.8	100.7	101.8	97.9	99.0
CCCc1ccc(S(=O)(=O)N[C@H]2CC[C@H]3[C@@H]4CCc5cc(O)ccc5[C@H]4CC[C@]23C)cc1	73.9	·	86.6	63.6	27.7	73.4	·	66.7
COc1cc(Br)c(C(Br)C#N)cc1OC (configuration not stated)	102.7	105.4	120.2	·	127.3	104.5	106.6	106.6
CCC(CC)(Cc1ccccc1)C(=O)O	117.9	118.3	101.1	99.8	101.5	93.5	98.3	110.6
CCCCn1c(=O)c(/C=C/C(=O)/C=C(/C=C/c2cc3cc(Cl)ccc3n(CCCC)c2=O)OB(F)F)cc2cc(Cl)ccc21	94.6	106.0	92.1	92.8	90.4	91.1	105.1	107.2

Arranged by molecular weight (ascending): some entries from above
SMILES	HS 578T	SK-MEL-2	UACC-257	BT-549	T-47D	UACC-62	LOX IMVI	MALME-3M
CCOC(=O)/C(C)=N\NC(N)=S	111.5	103.6	97.3	108.1	96.7	89.8	92.3	88.9
CC(=O)CCSCc1ccccc1	·	124.8	90.9	121.6	105.4	100.0	97.9	119.4
c1ccc2c(c1)NC1(CCSCC1)n1nccc1-2	107.3	100.4	101.0	97.5	100.7	98.5	95.2	86.0
COc1cc(/C=C(\C#N)c2ccc([N+](=O)[O-])cc2)ccc1O	111.9	117.5	111.2	101.7	83.8	110.6	100.9	96.3
COc1ccc(C(=O)/C(=N/O)S(=O)(=O)c2ccccc2)cc1	126.4	·	88.1	91.9	95.5	113.4	·	103.6
c1cnc2noc(Nc3ncnc4c3sc3ncccc34)c2c1	101.2	105.3	94.4	103.0	102.1	97.4	94.3	100.7
COc1cc(Br)c(C(Br)C#N)cc1OC (configuration not stated)	102.7	105.4	120.2	·	127.3	104.5	106.6	106.6
CCOc1cc(-c2ccc[nH]2)[nH]c1/C=C1\N=C(C)C(C(=O)OC)=C1C	-23.3*	·	-56.7*	-43.3*	-63.8*	-74.7*	-56.5*	-61.1*
COc1ccc(-c2ccnc3c(C#N)c(Nc4ccccc4)nn23)cc1	92.5	·	103.9	115.6	86.4	89.1	95.9	114.4
NC1C2CN(c3cnc(C(=O)Nc4cc(F)cc5cccnc45)cn3)CC12 (configuration not stated)	90.2	103.1	101.2	100.3	42.5	90.7	92.5	61.3
COC(=O)[C@]1(CCSC)N[C@H](c2cn(-c3ccccc3)nc2C)[C@@H]2C(=O)N(c3ccc(C)cc3)C(=O)[C@@H]21	103.2	101.1	102.2	82.8	100.7	101.8	97.9	99.0

Next part
SMILES	HS 578T	SK-MEL-2	UACC-257	BT-549	T-47D	UACC-62	LOX IMVI	MALME-3M
O=CN(Cc1ccccc1)Cc1ccccc1	92.8	113.4	118.8	107.5	95.8	102.7	108.0	115.9
O=C(CCCn1c(=O)c2sc3ccccc3c2n2nnc(-c3ccccc3)c12)NCCc1cnc[nH]1	90.6	-49.2*	-44.4*	32.3	4.6*	-78.5*	-16.7*	-72.2*
FC(F)(F)c1nn(-c2ccccc2)c2c1-c1cc3c(cc1CO2)OCO3	91.9	101.6	95.4	101.6	88.1	98.9	85.1	·
O=C1COCCN1c1ccc(Nc2nc(Cl)nc(NCCNc3nc(Cl)nc(Nc4ccc(N5CCOCC5=O)cc4)n3)n2)cc1	111.4	89.2	91.6	101.6	92.4	102.4	93.4	79.9
C[C@@H]1O[C@H](/C=C\c2ccc(Br)cc2)[C@@H](O)[C@H]1O	116.3	101.9	106.4	99.2	99.4	99.5	96.7	95.6
COC1OC(C(O)C(O)CO)C(O)C(O)C1O (configuration not stated)	109.5	99.5	95.6	91.0	·	102.4	102.0	101.3
CCCCN(CCCC)CCCN	110.9	111.8	105.6	101.9	·	109.1	96.1	101.0
CCC(C)NC(=O)c1ccc(Cl)cc1Cl (configuration not stated)	102.8	103.0	103.5	101.4	103.4	100.5	96.8	107.2
CCCOc1ccc(C)cc1	90.8	114.1	93.6	94.7	·	99.0	98.3	100.9
COc1cccc(Cn2cc(C(=O)Nc3cccnc3Nc3cc(OC)c(OC)c(OC)c3)nn2)c1	98.0	116.9	116.5	99.8	104.3	96.3	97.8	104.9
CC(=O)C(N=Nc1ccc(Cl)cc1[N+](=O)[O-])C(=O)Nc1ccccc1Cl (configuration not stated)	111.9	88.2	96.8	90.2	82.6	83.7	90.0	104.3
Cc1nc(N)nc(Cl)c1CCC1OCCO1	106.1	102.5	117.0	114.1	106.0	101.9	·	·
CC(C)CNc1nc(-c2ccc(Cl)cc2)n2ncc(C#N)c2n1	108.4	95.8	80.6	103.6	86.7	98.2	100.4	110.0
C=C1CC[C@H]2[C@@H]([C@H]3[C@@H](C)CC[C@@H]13)C2(C)C	110.9	100.0	89.1	94.7	98.2	96.3	103.6	101.3
Nc1cccc(C(=O)Nc2ccc3c(O)c(N=Nc4ccc(N=Nc5ccc(S(=O)(=O)O)cc5)cc4)c(S(=O)(=O)O)cc3c2)c1	102.6	107.9	100.2	98.6	83.8	97.4	101.5	97.1
[BH3-][NH2+][BH2-][NH2+][BH2-][NH3+]	114.7	110.1	91.0	116.2	97.0	111.7	99.2	101.0
COc1cc(C(NS(=O)(=O)c2ccc(C)cc2)c2nnc(-c3ccccc3)o2)cc(OC)c1OC (configuration not stated)	97.9	116.6	104.1	108.2	93.3	89.3	104.4	108.4
COc1ccc2cc(C(C)c3nnc(N)o3)ccc2c1 (configuration not stated)	101.2	66.5	·	·	91.5	100.4	57.4	117.0
CC1(C)CC[C@]2(C(=O)O)CC[C@]3(C)[C@H](CC[C@@H]4[C@@]5(C)CCC(=O)C(C)(C)[C@@H]5CC[C@]43C)[C@H]2[C@H]1OC(=O)C(F)(F)F	-42.1*[100 µM]	-71.8*[100 µM]	-87.0*[100 µM]	-70.0*[100 µM]	-25.2*[100 µM]	-85.2*[100 µM]	-99.1*[100 µM]	-65.0*[100 µM]
Cn1cnc2nc[nH]c2c1=O	·	106.2	117.2	108.9	91.7	100.4	102.9	108.0
COc1cc(C2CC(c3cccc(Br)c3)=NN2)cc(OC)c1OC (configuration not stated)	91.6	109.3	91.7	123.3	84.9	84.3	98.2	117.0
CC(C)(C)OC(=O)NOC(=O)C(C)(C)C	109.2	123.8	103.9	125.9	89.4	99.1	106.6	94.3
COc1ccc(OC)c2c1nnc1c3ncccc3c(C#N)n12	123.7	·	113.1	·	100.1	92.7	97.2	139.1
C/C(=N/O)c1cc(Br)c2cccc3c2c1CC3	99.7	127.6	100.9	92.1	100.8	90.8	108.6	117.8
